Assay outcomes from PubChem BioAssay.
UDG counter = blocks uracil-DNA glycosylase in AID counter-screen. 0.14% of 91,000 active. AID 1347430. Potency, µM (top dose mostly 115 µM), for the others: at the top dose activity change, negative = inhibition, actives largely listed as inhibitors. FRET deamination/UDG coupled assay, UDG read, 4 h; also: nearly all actives have a fitted effect of over 65% in size
AID inh = blocks human AID cytidine deaminase activity. Q9GZX7. AID deamination FRET fluorescence, UDG-coupled, 4 h. Potency, µM (titrated, usually from 115 µM), inactives show at the highest dose activity change, negative = inhibition, most hits filed as inhibitors. 0.32% of 91,000 active. AID 1347428; also: nearly all actives have a fitted effect of over 25% in size
Target sequence (Q9GZX7 whole entry, looked up): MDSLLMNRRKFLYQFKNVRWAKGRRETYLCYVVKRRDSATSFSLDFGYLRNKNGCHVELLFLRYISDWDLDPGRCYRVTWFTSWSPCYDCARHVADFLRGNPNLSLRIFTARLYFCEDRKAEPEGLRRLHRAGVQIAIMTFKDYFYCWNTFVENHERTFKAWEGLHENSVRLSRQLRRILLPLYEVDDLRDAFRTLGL
Starred values were filed as active, the others as inactive; ? = inconclusive; [ ] = dose if it differs, or a comment. Calls follow the shape of the dose curve; as a rule, active = well fitted curve in the direction sought with a large enough effect; inconclusive = small, poorly fitted or top-dose-only effect, or another doubt; inactive = no such curve, though single readings can be large; an effect the other way counts as inactive or inconclusive. % is scaled to controls: 0 for no effect and ±100 for the full control effect; potency is read from the fitted curve at half-maximal effect. Only part of the results is shown; the hit share may differ from the screen's.

COc1cc(Nc2nc3c(S(=O)(=O)c4ccc(C)c(C)c4)nnn3c3ccsc23)cc(OC)c1
  UDG counter = -10% | AID inh = 5%
CCOc1nc(NC(=O)NS(=O)(=O)Oc2ccccc2)nc(-c2ccccc2)n1
  UDG counter = -3% | AID inh = -6%
CCN(CC)C(=O)Cn1c(=O)n(-c2ccc(Cl)cc2)c(=O)c2c3c(sc21)CCC3
  UDG counter = -9%[57.5 µM] | AID inh = 35%[activator]
COc1ccc(CC(=O)N2CCc3c([nH]c4ccccc34)C2c2ccc(SC)cc2)cc1 (configuration not stated)
  UDG counter = -8%[57.5 µM] | AID inh = -10%
CCOc1ccc(Cn2c(CNS(=O)(=O)c3ccc(C(C)(C)C)cc3)nc3cccnc32)cc1
  UDG counter = 5% | AID inh = 11%
N#C/C(=C/c1cccs1)c1ccc(C(F)(F)F)cn1
  UDG counter = 0% | AID inh = -12%
O=C(/C=C/c1ccc(Cl)cc1Cl)Nc1ccccc1C(F)(F)F
  UDG counter = -1% | AID inh = -4%
O=S(=O)(NCCc1nnc2ccc(SCc3cccc(Cl)c3)nn12)c1ccccc1
  UDG counter = 21% | AID inh = 40µM*
Cn1c(=O)c2cc(C(=O)N3CCN(c4cccc(C(F)(F)F)c4)CC3)sc2c2ccccc21
  UDG counter = -5% | AID inh = -7%
Cc1cccc2nc(-c3ccc(O)cc3)c(Nc3ccc4c(c3)OCCO4)n12
  UDG counter = 10% | AID inh = 1%

COc1ccc(Cn2c(SCc3ccc(C(=O)NCCc4ccccc4)cc3)nc3cccnc32)cc1
  UDG counter = ? | AID inh = -18%
CC(C)Nc1nc(C(=O)Nc2nnc(C(C)C)s2)cs1
  UDG counter = 17% | AID inh = 0%
Fc1ccc(CNc2ncnc3c2c(-c2ccccc2)cn3-c2ccccc2)cc1
  UDG counter = -26% | AID inh = ?
Cc1c(C(=O)OC2CCCCCC2)[nH]c2c1C(=O)CC(c1ccc(N(C)C)cc1)C2 (configuration not stated)
  UDG counter = 11% | AID inh = 1%
N#Cc1nc(-c2ccccc2Cl)oc1NCc1ccc(Cl)cc1
  UDG counter = -6% | AID inh = -4%
COc1ccc(C(=O)NCC(c2cccs2)S(=O)(=O)c2ccc(F)c(C)c2)cc1 (configuration not stated)
  UDG counter = -11% | AID inh = -25%
COc1ccc(S(=O)(=O)c2c(C(=O)c3ccc(C)c(C)c3)cnc3ccc(C)cc23)cc1
  UDG counter = -5% | AID inh = -19%
COc1ccccc1CCNC(=O)c1sc(NCc2ccccc2)nc1C
  UDG counter = 8% | AID inh = 1%
COc1ccccc1OCC(=O)NCc1nc(-c2ccc(Cl)cc2)no1
  UDG counter = -5% | AID inh = -1%
COc1ccc(OCc2nc3c4c(-c5ccccc5)c(-c5ccccc5)oc4ncn3n2)cc1
  UDG counter = 5% | AID inh = -4%

For convenience, some entries already given.
N#Cc1nc(-c2ccccc2Cl)oc1NCc1ccc(Cl)cc1
  UDG counter = -6% | AID inh = -4%
COc1ccc(C(=O)NCC(c2cccs2)S(=O)(=O)c2ccc(F)c(C)c2)cc1 (configuration not stated)
  UDG counter = -11% | AID inh = -25%
COc1ccc(S(=O)(=O)c2c(C(=O)c3ccc(C)c(C)c3)cnc3ccc(C)cc23)cc1
  UDG counter = -5% | AID inh = -19%
COc1ccccc1CCNC(=O)c1sc(NCc2ccccc2)nc1C
  UDG counter = 8% | AID inh = 1%
COc1ccccc1OCC(=O)NCc1nc(-c2ccc(Cl)cc2)no1
  UDG counter = -5% | AID inh = -1%

Further records:
Nc1ccccc1C12CC3CC(CC(C3)C1)C2
  UDG counter = -2% | AID inh = -17%
CCc1ccc(-n2nc(C)c3c(C)cc(=O)n(CC(=O)Nc4ccccc4C(=O)OC)c32)cc1
  UDG counter = 27% | AID inh = 77%[activator]
COC(=O)c1ccc(NC(=O)N2CCN(c3nnc(C)c4c(C)n(-c5ccccc5)nc34)CC2)cc1
  UDG counter = 32%[activator] | AID inh = -13%
CCCN(CCC)CCCNC(=O)c1cn(C)c2ccc(S(=O)(=O)N3CCOCC3)cc2c1=O
  UDG counter = 4%[57.5 µM] | AID inh = 22%[57.5 µM]
CCCCCCCC(=O)c1ccc(O)cc1
  UDG counter = -1% | AID inh = -15%
CCCCOC(=O)c1ccc(NC(=O)c2cc(=O)c3cc(C)ccc3o2)cc1
  UDG counter = -7% | AID inh = -4%
Nc1ccc2[nH]ncc2c1
  UDG counter = -13% | AID inh = 48%[activator]
CCN(CC)S(=O)(=O)c1ccc(NS(=O)(=O)c2ccccc2)cc1
  UDG counter = 4% | AID inh = -1%
CCc1ccc(NC(=O)C(C)Sc2ncnc3ccccc23)cc1 (configuration not stated)
  UDG counter = -2% | AID inh = -9%
CCC(=O)c1c(OCCC(C)C)ccc2c(C)cc(=O)oc12
  UDG counter = 6% | AID inh = -12%

O=C(CSc1ccc2c(c1)OCCO2)c1ccc(Br)cc1
  UDG counter = -13% | AID inh = -20%
CNc1oc(-c2ccccc2)nc1S(=O)(=O)c1ccc(C)cc1
  UDG counter = 7% | AID inh = -1%
O=C(NCc1ccc(Cl)cc1)c1ccc2c(c1)NC(=O)C(CS(=O)(=O)Cc1ccccc1Cl)N2 (configuration not stated)
  UDG counter = 3% | AID inh = 147%[activator]
CCOC(=O)c1cc(-c2ccc(C)cc2)n(CCC(=O)Nc2nc3c(C)cccc3s2)c1C
  UDG counter = -14% | AID inh = ?
O=C(Nc1ccc(Cl)cc1Cl)c1cc(S(=O)(=O)N2CCC3(CC2)OCCO3)ccc1F
  UDG counter = -4% | AID inh = 0%
Fc1cccc(Cl)c1CNCCSc1nnnn1-c1ccccc1
  UDG counter = 4% | AID inh = 9%
O=C(CSc1nc2cc(Cl)ccc2s1)NC1CCCCCCC1
  UDG counter = -3% | AID inh = -18%
O=C(c1ccco1)N(Cc1cccs1)c1ccc(F)cc1
  UDG counter = 2% | AID inh = -13%
COc1ccc(C(=O)/C=C/c2ccccc2Cl)cc1CC(=O)O
  UDG counter = -8% | AID inh = -21%
O=C(COC(=O)CNC(=O)c1ccccc1)Nc1nnc(-c2ccccc2)o1
  UDG counter = 4% | AID inh = 8%

Cc1ccc(CNC2CCc3ccccc32)cc1 (configuration not stated)
  UDG counter = 6% | AID inh = 2%
COc1ccc(/C=C2\Oc3cc(OC(=O)C(C)(C)C)ccc3C2=O)cc1OC
  UDG counter = 1% | AID inh = -9%
CCn1c(=O)cc(SCC(=O)NCCc2cccc(C)c2)c2ccccc21
  UDG counter = -24% | AID inh = -25%
COCCNCc1ccc(-c2cccc(C(F)(F)F)c2)o1
  UDG counter = 2% | AID inh = -5%
CCN(CC)S(=O)(=O)c1ccc2c(c1)c(=O)c(C(=O)N1CCN(c3cc(Cl)ccc3C)CC1)cn2C
  UDG counter = -9% | AID inh = -15%
COC(=O)c1ccc(COc2ccccc2/C=C2\CCc3cc(OC)ccc3C2=O)cc1
  UDG counter = -7% | AID inh = -10%
O=C(CSc1ccc2c(c1)OCCCO2)Nc1ccccc1
  UDG counter = -5% | AID inh = 2%
CCN(CC)c1nc(-c2cccs2)cs1
  UDG counter = -8% | AID inh = 100%[activator]
COc1ccccc1Oc1coc2cc(OS(C)(=O)=O)ccc2c1=O
  UDG counter = -7% | AID inh = -2%
Cc1ccc(-c2cc(-c3ccc(Cl)cc3)c(C#N)c(N)c2C#N)cc1
  UDG counter = 6% | AID inh = 6%

COC(=O)c1ccc(Nc2nnc(-c3ccc(C)c(S(=O)(=O)N4CCN(C)CC4)c3)c3ccccc23)cc1
  UDG counter = -1% | AID inh = -27%
COc1cccc(-c2cc(C(F)(F)F)nc(NCCc3ccccc3)n2)c1
  UDG counter = -16% | AID inh = ?
O=C(NC1CC1)C1(c2ccc(Cl)cc2)CC1
  UDG counter = 8% | AID inh = -6%
Cc1ccc(-c2nn(CC(=O)Nc3cccc(C)c3)c(=O)c3ccccc23)cc1
  UDG counter = -1% | AID inh = 0%
CCOc1ccc(S(=O)(=O)N2CCN(c3ccc(Cl)c(Cl)c3)CC2)c2ccccc12
  UDG counter = -4% | AID inh = -2%
CCN(CC)CC1CCN(C(=O)c2ccc(C#N)cc2)CC1
  UDG counter = 5% | AID inh = 7%
Cc1ccnc(NC(=O)c2nccnc2N)c1
  UDG counter = -14% | AID inh = -7%
COc1ccc(OC)c(CNc2ncc(-c3ccc(Cl)cc3)n2C)c1
  UDG counter = 5% | AID inh = -7%
CCCNS(=O)(=O)c1ccc2nc(NC(=O)c3ccc(F)cc3)sc2c1
  UDG counter = -2% | AID inh = -8%
Cc1cc(C)cc(NC(=O)c2sc3nc4n(c(=O)c3c2C)N=C(c2ccc(F)cc2)CS4)c1
  UDG counter = -7% | AID inh = 7%

CCC(=O)N1CCc2cc(Br)cc(S(=O)(=O)CCC(=O)Nc3ccc(C)c(F)c3)c21
  UDG counter = -10% | AID inh = 10%
O=C(OCC(=O)c1ccccc1)/C(=C/c1cccs1)c1cccs1
  UDG counter = -5% | AID inh = 26%
O=C(CC12CC3CC(CC(C3)C1)C2)NCc1ccc(Cl)cc1Cl
  UDG counter = 2% | AID inh = 3%
COc1cccc(N2CCN(C(=O)C3CCN(S(=O)(=O)c4c(C)noc4C)CC3)CC2)c1
  UDG counter = -7% | AID inh = -2%
COc1ccc(-n2c(=O)c3sc4ccccc4c3n(CC(=O)Nc3ccccc3F)c2=O)cc1
  UDG counter = -6% | AID inh = 5%
COc1ccc(-c2cc(C(F)(F)F)nc(SCC(=O)N3CCCCC3C)n2)cc1OC (configuration not stated)
  UDG counter = -2%[57.5 µM] | AID inh = 31%[activator][57.5 µM]
CC(=O)N(c1nc(C)c(C(=O)Nc2ccc3[nH]ccc3c2)s1)C(C)C
  UDG counter = 4% | AID inh = 5%
COc1ccc(-n2nc3c(c2NC(=O)C(=O)N2CCN(C)CC2)CSC3)cc1
  UDG counter = 9% | AID inh = 6%
CCOc1cc(C(=O)Nc2ccc(OC)cc2)nc2ccc(Cl)cc12
  UDG counter = -1% | AID inh = 3%
CC(C)c1ccc(C2C(C(=O)c3cccs3)=C(O)C(=O)N2c2nncs2)cc1 (configuration not stated)
  UDG counter = 2% | AID inh = -18%

CC(=O)c1cccc(NC(=O)C2=CC(c3ccc4c(c3)OCO4)=NS(=O)(=O)N2C)c1
  UDG counter = -2% | AID inh = -2%
Cc1cc2oc(=O)cc(CN(C)CCOc3ccccc3F)c2cc1Cl
  UDG counter = -5% | AID inh = -12%
COc1ccc(NC(=O)Cn2nnc(C(=O)NCc3ccco3)c2N)c(OC)c1
  UDG counter = -12% | AID inh = 1%
O=[N+]([O-])c1ccc(N/N=C/c2c[nH]c3ccccc23)c(S(=O)(=O)Nc2ccccc2Cl)c1
  UDG counter = -7% | AID inh = -9%
CCOC(=O)c1sc2ccccc2c1S(=O)(=O)Nc1c(C)cccc1C
  UDG counter = 29% | AID inh = -3%
COc1ccc(OCC(=O)NCc2ccc3c(c2)CCN3C(=O)c2cccc(C)c2)cc1
  UDG counter = 2% | AID inh = ?
NCCCCCC(=O)O
  UDG counter = -2% | AID inh = 1%
CC1CCN(c2nc3ccccc3nc2SCC(=O)Nc2ccccc2C(C)C)CC1
  UDG counter = ? | AID inh = -25%
CCOc1ccccc1NC(=O)Cn1c(=O)n(Cc2ccco2)c(=O)c2ccc(C(=O)NC3CCCC3)cc21
  UDG counter = -2% | AID inh = 34%[activator]
Cc1cccc(CNC(=O)c2ccc(Cn3c(SCc4ccccc4)nc4cccnc43)cc2)c1
  UDG counter = -11% | AID inh = -6%

Whole records, quoted from the list. Screens in order: UDG counter, AID inh
Results for `Fc1ccc(CNc2ncnc3c2c(-c2ccccc2)cn3-c2ccccc2)cc1` : -26%, ?
Results for `O=C(CSc1ccc2c(c1)OCCCO2)Nc1ccccc1` : -5%, 2%
Results for `O=C(/C=C/c1ccc(Cl)cc1Cl)Nc1ccccc1C(F)(F)F` : -1%, -4%

Further entries.
COCCCn1c(-c2ccc(Cl)cc2)n[nH]c1=S
  UDG counter = -1% | AID inh = -5%
Cc1ccc(-n2cnnn2)cc1NC(=O)c1sccc1C
  UDG counter = -1% | AID inh = 5%
CCCCCC1=CCC/C1=N/NC(=S)NCCOC
  UDG counter = -11% | AID inh = -9%
CCOC(=O)C(NC(=O)/C=C/c1ccc(OCC)c(OC)c1)C(=O)OCC
  UDG counter = -7% | AID inh = 2%
COc1ccc(N2Cc3cccc(C(=O)Nc4cccc(F)c4)c3C2=O)cc1
  UDG counter = -13% | AID inh = -23%
CCc1ccccc1NC(=O)CCCn1c(=O)c2cccn2c2ccccc21
  UDG counter = -11%[57.5 µM] | AID inh = -17%
COc1ccc(NC(=O)CCS(=O)(=O)c2cccc3nonc23)cc1Cl
  UDG counter = -3% | AID inh = 0%
Cc1cn2c(=O)cc(COC(=O)COc3ccccc3)nc2s1
  UDG counter = 4% | AID inh = 6%
COc1cccc2cc(C(=O)NCCc3c(C)[nH]c4ccc(F)cc34)c(=O)oc12
  UDG counter = 20% | AID inh = 73%[activator]
CCc1nnc2sc(-c3ccc(C)c(NC(=O)C(C)(C)C)c3)nn12
  UDG counter = -4% | AID inh = -4%

Cc1ccc(-c2ccccc2)c(Oc2ccc(C#N)c(C#N)c2)c1
  UDG counter = -5% | AID inh = -11%
CN(C)S(=O)(=O)c1ccc(S(=O)(=O)N2CCN(Cc3cccc4cccnc34)CC2)cc1
  UDG counter = -11% | AID inh = -2%
CCOC(=O)Oc1ccc2c(=O)c(Oc3ccc(CC)cc3)c(C(F)(F)F)oc2c1
  UDG counter = -16% | AID inh = -16%
CC1CCC(NC(=O)c2cncc(Br)c2)CC1 (configuration not stated)
  UDG counter = 5% | AID inh = 1%
CCCNc1ncnc2c1c(-c1ccccc1)cn2-c1ccc(OCC)cc1
  UDG counter = -8%[57.5 µM] | AID inh = ?
CN(c1ccccc1)S(=O)(=O)c1ccccc1C(=O)OCn1nnc2ccccc2c1=O
  UDG counter = 5% | AID inh = -3%
